NS5 inhibitors: Dengue-2 NS5 methyltransferase inhibitors, primary screen, biochemical, confirmation dose response (AID 588689); actives 0.3% (n = 340,000); inhibition, % at 25 µM, or IC50 in µM where a hit was titrated; Dengue-2 NS5 methyltransferase capping enzyme assay, biochemical; higher % means a stronger effect; in the data active = a potency from the dose series; inconclusive = inhibition above about 29% without an active follow-up result
SV40 large T antigen: SV40 large T antigen inhibitors, biochemical (AID 1903); SV40 large T antigen ATPase/helicase inhibition assay; higher % means a stronger effect; inhibition, % at 20 µM, or IC50 in µM where a hit was titrated; actives 0.39% (n = 310,000); in the data active = a potency from the dose series; inconclusive = inhibition mostly from about 32% at the one dose, without a potency; inactive = the rest, 99 in 100 with inhibition below about 32%; also: strong numbers were not always called active
MgcRacGAP inhibition: MgcRacGAP GTPase-activating activity inhibitors, confirmation, biochemical, ADP Hunter fluorescence; MgcRacGAP-stimulated Rac1 GTP hydrolysis, ADP Hunter fluorescence; higher % means a stronger effect; GST-tagged Rac1 F28L mutant substrate; inhibition, % at 30 µM, or IC50 in µM where a hit was titrated; actives 0.6% (n = 340,000); AID 624330, 2012;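 active = first-screen hits whose inhibition reached a set limit at any dose in the follow-up dose series; inconclusive = inhibition above the set first-screen limit but never retested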;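 also: fluorescence reports GDP produced by GAP-driven GTP hydrolysis; strong numbers were not always called active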
RSV antiviral HEp-2: RSV antiviral activity via CPE protection, HEp-2 cells, primary 10 µM value included (AID 2391); HEp-2 cells, RSV-induced CPE inhibition; higher % means a stronger effect; one-dose CPE inhibition, % at 10 µM; IC50 in µM for titrated hits; actives 0.13% (n = 310,000); in the data active = a potency from the dose series; inconclusive = CPE inhibition mostly from about 23% at the one dose, without a potency; inactive = the rest, 99 in 100 with CPE inhibition below about 21%; also: strong numbers were not always called active
West Nile virus CPE: West Nile virus antiviral activity, cell-based, CPE readout (AID 1621); West Nile virus-infected cells, CPE inhibition; higher % means a stronger effect; actives 0.02% (n = 290,000); one-dose CPE inhibition, % at 10 µM; IC50 in µM for titrated hits; in the data active = a potency from the dose series; inconclusive = CPE inhibition mostly from about 3.7% at the one dose, without a potency; inactive = the rest, 99 in 100 with CPE inhibition below about 2.2%; also: strong numbers were not always called active
An asterisk follows results filed as active; u = inconclusive; x = not tested or not shown. A portion of the library; count on the stated rates, not on these rows.

Below each SMILES – NS5 inhibitors	SV40 large T antigen	MgcRacGAP inhibition	RSV antiviral HEp-2	West Nile virus CPE
1. COc1cc(OC)cc(-c2c(C#Cc3ccsc3)c3cc(-c4cc(F)cc(F)c4)ccc3n2C)c1
    3%	x	1%	x	x
2. COc1ccc([C@H]2N[C@]3(CCCN(CC4CCCCC4)C3=O)[C@H]3C(=O)N(Cc4ccccc4)C(=O)[C@@H]23)cc1
    -7%	x	14%	x	x
3. C[C@@H]1CN([C@@H](C)CO)C(=O)c2cc(NC(=O)Nc3cccc4ccccc34)ccc2O[C@@H](C)CCCCO[C@H]1CN(C)C(=O)c1ccccc1
    -7%	x	12%	x	x
4. CC1=C(C(=O)Nc2cccc(C(=O)NCC(C)c3ccccc3)c2)SCCO1 (stereo not drawn)
    0%	x	-27%	x	x
5. CC(O)CNC1c2ccccc2CC1O (stereo not drawn)
    2%	x	-11%	x	x
6. O=c1[nH]c(=O)n2ncnc2[nH]1
    1%	x	4%	x	x
7. O=P(NC1CCCCC1)(c1ccccc1)c1ccccc1
    3%	x	4%	x	x
8. Cn1c2ccccc2c2ccc3c(c21)C(=O)C=CC3=O
    16µM*	x	u	x	x
9. COc1cc(C)ccc1OCc1cc(C(=O)NC(c2ccccn2)C(F)(F)F)no1 (stereo not drawn)
    -4%	x	-4%	x	x
10. CC(C)(C)OC(=O)C[C@H]1C/C=C\C[C@@H](CC(=O)N(CCO)Cc2ccccc2)C(=O)NC[C@H](c2ccccc2)OC1=O
    -7%	x	9%	x	x
11. COc1ccc(OC)c(C(=O)COC(=O)COc2ccccc2F)c1
    -4%	x	8%	x	x
12. CC(=O)Oc1ccc(-c2csc(Nc3ccccn3)n2)cc1
    -1%	x	10%	x	x
13. O=C1NCCOC(=O)[C@@H](Cc2ccc(F)cc2)CC/C=C/C[C@@H]1CC(=O)N(CCO)Cc1ccccc1
    0%	x	4%	x	x
14. c1ccc(N2CC3COc4ccccc4C3=N2)cc1 (stereo not drawn)
    4%	x	26%	x	x
15. COc1ccc2nc3cc([N+](=O)[O-])ccc3c(NNc3ccc([N+](=O)[O-])cc3)c2c1
    -19%	x	1%	x	x
16. Cc1ccc(C)c(NC(=O)COC(=O)c2cc(=O)c3ccccc3o2)c1
    0%	x	5%	x	x
17. O=C(c1cc(-c2cccs2)nc2ccccc12)N1CCN(CCO)CC1
    9%	x	9%	x	x
18. C[C@@H]1CN([C@@H](C)CO)S(=O)(=O)c2ccc(Br)cc2O[C@H]1CN(C)C(=O)C1CCCCC1
    2%	x	14%	x	x
19. O=C1c2cc([N+](=O)[O-])ccc2-c2cc(Br)c(N=C(NO)C(F)(F)F)cc21
    -8%	x	2%	x	x
20. CC(C)=CCCC(C)N(C=O)C(C)CCC=C(C)C (stereo not drawn)
    -6%	x	13%	x	-0.5%
21. COc1cc(NC(=S)NN2CCOCC2)cc(OC)c1
    6%	x	3%	x	-0.1%
22. Cc1cc(C)c(C(=O)NCC(=O)c2ccccc2)c(C)c1
    8%	7%	4%	x	x
23. COC(=O)c1sccc1NC(=O)c1ccccc1Br
    -10%	13%	4%	x	x
24. CN(C)CCn1c(COc2ccccc2)nc2ccccc21
    -5%	28%	7%	x	x
25. CC(=O)N(C)c1ccc(NC(=O)Cc2cccc3ccccc23)cc1
    8%	17%	8%	x	x
26. COc1ccccc1-n1cc2ccc([N+](=O)[O-])cc2n1
    -9%	10%	13%	x	x
27. COc1ccc(OC)c(N(CC(=O)Nc2ccccc2F)S(=O)(=O)c2ccccc2)c1
    -8%	16%	6%	x	x
28. O=C(Nc1cccc(C(=O)Nc2ccccc2C(=O)O)c1)c1cccc(Cl)c1
    -1%	29%	11%	x	x
29. Nc1ccccc1/C=N\N=C/c1ccccc1N
    -7%	7%	-8%	x	x
30. O=C(Nc1ccccc1)Nc1ccc(Cl)nc1Cl
    -2%	7%	10%	x	x
31. O=[N+]([O-])c1ccccc1CN1CCN(S(=O)(=O)c2ccccc2)CC1
    2%	20%	20%	x	x
32. CC1(C)CC(C(=O)Nc2ccccc2)C(=O)O1 (stereo not drawn)
    -5%	10%	1%	x	x
33. CCSc1nnc(NC(=O)CCC2CCCCC2)s1
    -7%	12%	0%	x	x
34. Cc1cccc(/N=C/c2ccccn2)n1
    -2%	16%	7%	x	x
35. COC(C)c1oc2c(C)c3oc(=O)cc(C)c3cc2c1C (stereo not drawn)
    -15%	2%	1%	x	x
36. CCOc1ccccc1NC(=O)c1ccccc1N(C)S(=O)(=O)c1ccc(C)cc1
    -5%	-13%	3%	x	x
37. O=C(OCCN1CCOCC1)c1ccccc1Cl
    -4%	6%	-9%	x	x
38. O=Cc1cccnc1SCc1ccccc1
    -3%	12%	6%	x	x
39. O=C(c1c(F)c(F)c(F)c(F)c1F)N1CCN(Cc2ccc3c(c2)OCO3)CC1
    -5%	10%	5%	x	x
40. O=C(O)c1ccc(N2C(=O)CSC2=S)cc1
    -7%	19%	6%	x	x

The final 2 records of the section before open the next one:
Below each SMILES – NS5 inhibitors	SV40 large T antigen	MgcRacGAP inhibition	RSV antiviral HEp-2	West Nile virus CPE
39. O=C(c1c(F)c(F)c(F)c(F)c1F)N1CCN(Cc2ccc3c(c2)OCO3)CC1
    -5%	10%	5%	x	x
40. O=C(O)c1ccc(N2C(=O)CSC2=S)cc1
    -7%	19%	6%	x	x
41. N#Cc1ccc(OCCN2CCc3ccccc3C2)cc1
    5%	36%	21%	x	x
42. CCCCCCCCC1CC(C(=O)Nc2ccccc2)C(=O)O1 (stereo not drawn)
    -4%	22%	4%	x	x
43. Nc1cccnc1S(=O)(=O)c1cccc(C(F)(F)F)c1
    -2%	12%	11%	x	x
44. COc1cc(CNC(=O)c2cc3ccccc3oc2=O)cc(OC)c1OC
    2%	3%	11%	x	x
45. ONC(=Nc1ccccc1Cl)c1c(F)cccc1F
    -8%	6%	3%	x	x
46. COc1cc(OC)cc(-c2cc3ccc(OC)cc3cn2)c1
    1%	x	-2%	2.1%	x
47. Cn1c(CC(=O)NNC(=O)c2ccccc2F)nc2ccccc21
    -4%	x	5%	1.1%	x
48. CCSc1nnc(NC(=O)CN2C(=O)NC3(CCCC3)C2=O)s1
    -3%	x	6%	0.1%	x
49. COC(=O)[C@H](CCSC)NC(=O)Cn1ccc(N)nc1=O
    2%	x	-5%	-0.6%	x
50. O=C(C1CCC1)N1CCN(S(=O)(=O)c2ccc([N+](=O)[O-])cc2)CC1
    -2%	x	2%	2.3%	x
51. CC(C)CC1(C)NC(=O)N(CC(=O)N2C(C)CCCC2C)C1=O (stereo not drawn)
    -10%	x	1%	1.3%	x
52. O=C(COC(=O)c1ccc[nH]c1=O)NCCCc1ccccc1
    6%	x	3%	0.3%	x
53. COc1ccc(Cl)cc1NC(=O)Cn1c(C)csc1=O
    -5%	x	5%	2.2%	x
54. COc1ccc(CN(C)CC(=O)Nc2ccccc2C(=O)NC2CC2)cc1
    7%	x	0%	0.4%	x
55. Cc1ccc(NC(=O)c2nc[nH]c2C(=O)NCCCCCNC(=O)OC(C)(C)C)cc1
    0%	x	4%	11%	x
56. CCOC(=O)C1=C(COC(=O)[C@H](C)NS(=O)(=O)c2ccc(NC(C)=O)cc2)NC(=O)NC1C (stereo partly drawn)
    -1%	x	3%	2.2%	x
57. CC(=O)c1cccc(OCC(=O)Nc2ccccc2N2CCOCC2)c1
    -17%	x	3%	0.6%	x
58. Cc1cc(C(=O)OC(C)C(=O)NC2CCCCC2)c(C)o1 (stereo not drawn)
    4%	x	1%	1.7%	x
59. COc1ccc(Cl)cc1NC(=O)CN(C)C(=O)c1ccc2c(c1)CC(c1ccccc1)OC2=O (stereo not drawn)
    -2%	x	10%	1.1%	x
60. CC(Sc1nnc(-c2cccnc2)o1)C(=O)NC1CCCCC1 (stereo not drawn)
    -7%	x	6%	0.8%	x
61. CCc1ccc(C(=O)OCC(=O)N(CC)c2c(N)n(Cc3ccccc3)c(=O)[nH]c2=O)cc1
    0%	x	8%	0.7%	x
62. O=C(NCCOc1ccccc1)c1ccccc1SCC(=O)N1CCCC1
    -2%	x	8%	-0.3%	x
63. COc1ccc(C(CNC(=O)c2cccc(S(=O)(=O)N(C)c3ccccc3)c2)N2CCCC2)cc1 (stereo not drawn)
    -21%	x	8%	1.4%	x
64. COc1cc(CC(=O)OCC(=O)Nc2ccccc2C#N)cc(OC)c1OC
    -12%	x	7%	-0.2%	x
65. O=C(c1ccc(F)c(S(=O)(=O)N2CCOCC2)c1)N1CCN(c2ncccn2)CC1
    -3%	x	1%	-0.2%	x
66. CN(c1ccccc1)S(=O)(=O)c1ccc(C(=O)N2CCCC2)cc1
    3%	x	-1%	1.8%	x
67. CN1CCN(C(=O)c2cccc(S(=O)(=O)N3CCCC3)c2)CC1
    5%	x	-1%	0.4%	x
68. O=C(OCC(=O)N1CCc2ccccc21)c1ccccc1[N+](=O)[O-]
    5%	x	11%	5.6%	x
69. O=C(Nc1cc(Cl)ccc1N1CCOCC1)c1ccc(F)c(S(=O)(=O)N2CCOCC2)c1
    -1%	x	5%	-1.1%	x
70. CCCc1cc(C(=O)OCC(=O)N2CCN(c3ccc(OC)cc3)CC2)sc1C
    -9%	x	16%	3.5%	x
71. COc1ccc(C(=O)COC(=O)CN2C(=O)NC3(CC(C)CC(C)(C)C3)C2=O)c(OC)c1 (stereo not drawn)
    -8%	x	5%	1.8%	x
72. CN(CC(=O)Nc1cc(Cl)ccc1Cl)C1CCS(=O)(=O)C1 (stereo not drawn)
    1%	x	1%	2.6%	x
73. NC(=O)CCN(C(=O)c1cccc(S(=O)(=O)N2CCc3ccccc32)c1)c1ccccc1
    -9%	x	7%	0.3%	x
74. CC1CCc2sc(C(=O)NC3CCCCC3)cc2C1 (stereo not drawn)
    -1%	x	1%	0.7%	x
75. CCC(=O)Nc1ccc(C(=O)CN2C(=O)NC3(CCOc4ccccc43)C2=O)cc1 (stereo not drawn)
    -4%	x	0%	1.5%	x
76. COc1ccc(C(=O)NCCc2ccc(Cl)cc2)cc1S(=O)(=O)N1CCCCC1C (stereo not drawn)
    4%	x	9%	18%	x
77. N#Cc1ccc(OCC(=O)N2CCN(S(=O)(=O)c3cccc(Cl)c3)CC2)cc1
    -4%	x	-1%	-0.1%	x
78. COc1c2ccoc2c(OC[C@@H](OC(C)=O)C(C)(C)O)c2oc(=O)ccc12
    -6%	x	4%	0.8%	x
79. Cc1cc(NC(=O)CN2C(=O)NC(CC(C)C)C2=O)ccc1Br (stereo not drawn)
    -2%	x	2%	-0.5%	x
80. O=C(COC(=O)c1ccc[nH]c1=O)NCC12CC3CC(CC(C3)C1)C2
    -10%	x	3%	-0.1%	x
81. Cc1ccc(N(C)S(=O)(=O)c2cccc(C(=O)OCC(=O)N3CCCC(C)C3)c2)cc1 (stereo not drawn)
    -1%	x	5%	1.1%	x
82. Cc1ccc(NC(=O)c2cccc(-n3cnnn3)c2)cc1Cl
    -10%	x	2%	0.7%	x
83. Cc1cccc(CNc2ncnc3ccc(-c4ccoc4)cc23)c1
    8%	x	15%	2.9%	x
84. Cc1ccccc1OCC(=O)OCC(=O)Nc1ccc(Cl)cn1
    -8%	x	7%	1.7%	x
85. COc1ccc([C@H]2CC(=O)C=C(c3cccc(CO)c3)C2)cc1OC
    -4%	x	6%	1.5%	x
86. COc1ccc(C(=O)Nc2ccc(NC(C)=O)cc2)cc1S(=O)(=O)N1CCCC1
    1%	x	8%	2.9%	x
87. O=S(=O)(NCCc1ccccn1)c1cc(Cl)cc(Cl)c1O
    -3%	x	6%	1.4%	x
88. Cc1ccccc1C(=O)NCC(=O)OCC(=O)NC(C)C1CC2CCC1C2 (stereo not drawn)
    -6%	x	1%	1.6%	x
89. CC(CCc1ccccc1)NC(=O)COC(=O)C(CCC(N)=O)NC(=O)c1ccc(F)cc1 (stereo not drawn)
    -2%	x	5%	0.7%	x
90. Cc1ccc(S(=O)(=O)N2CCOCC2)cc1C(=O)OC(C)C(=O)NC1CCCC1 (stereo not drawn)
    2%	x	1%	0.0%	x
91. Cc1ccc(S(=O)(=O)N2CCN(C(=O)COC(=O)CCc3ccccc3)CC2)c(C)c1
    -5%	x	2%	0.9%	x
92. CC1CCC(NC(=O)COC(=O)C2=NN(c3ccccc3)C(=O)CC2)CC1 (stereo not drawn)
    1%	x	-1%	-0.5%	x
93. CN(CC(=O)Nc1ccccc1Cl)C(=O)c1cc(C2CC2)nn1-c1ccccc1
    1%	x	-3%	1.3%	x

Screening data from PubChem BioAssay.
